TRPM1 prom inh: reduces MITF-dependent TRPM1 promoter luciferase signal; SK-MEL-5 TRPM1 promoter luciferase, 24 h; inhibition, % at 12.5 µM; 0.83% of 330,000 active;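 active means mean inhibition across replicates of 60% or more, whatever share of single replicates reaches that level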; further: values of inactives mirror those of a sister screen read the other way
TWEAK-Fn14 inh: inhibitors of TWEAK-Fn14 interaction signaling. TWEAK-stimulated Fn14 reporter cells, luciferase luminescence, 8 h. inhibition, % at 10 µM. 2% of 360,000 active. AID 1159606; in the data active means inhibition above about 50%
HIF-2a inh: inhibitors of HIF-2a. 786-0 RCC cells HIF-2a reporter, luciferase luminescence, overnight. inhibition, % at 18.8 µM. 0.72% of 360,000 active. AID 624352;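 active means inhibition of the luminescence signal of 40% or more relative to plate controls, in a single-dose primary screen at 18.75 µM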
KKLEB cytotox: counter-screen for CF NF-kB inhibitors: cytotoxicity | KKLEB CF airway cells viability, ATPlite luminescence, overnight; hits give low values; cells stimulated with P. aeruginosa culture filtrate | activity change (cytotoxicity), % at 5 µM | 0.36% of 360,000 active;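 active means corrected activity change at or below -50% at 5 µM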
Peg3 prom inh: reduces Peg3 promoter-driven luciferase expression in HeLa; HeLa PEG-Prom luciferase reporter, luminescence, overnight; inhibition, % at 20 µM; 1.7% of 360,000 active; AID 588405;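 active means inhibition of at least 50% at 20 µM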
hiPSC survival: enhancers of human iPSC single-cell survival; survival enhancement, % at 20 µM; 0.044% of 360,000 active; hiPSC single-cell survival, ATPlite luminescence; 100% = ROCK inhibitor wells, 0% = DMSO; in the data active means survival enhancement above about 18%;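 further: cells exposed to compounds for 16 hours before the ATP read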
NR2E3 ag-1: agonists of human nuclear receptor NR2E3; Q9Y5X4; GST-NR2E3/biotin-RetCOR TR-FRET, 1536-well; inhibition of corepressor binding, % at 4.78 µM; 0.12% of 320,000 active; AID 2300;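 active means percent inhibition above the cutoff of mean plus 3 SD of all tested compounds, set per screening campaign, cut at about 20% in these data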;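 further: 0% = DMSO wells and 100% = biotin wells as full block of FRET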
Target sequence (Q9Y5X4 whole entry, looked up): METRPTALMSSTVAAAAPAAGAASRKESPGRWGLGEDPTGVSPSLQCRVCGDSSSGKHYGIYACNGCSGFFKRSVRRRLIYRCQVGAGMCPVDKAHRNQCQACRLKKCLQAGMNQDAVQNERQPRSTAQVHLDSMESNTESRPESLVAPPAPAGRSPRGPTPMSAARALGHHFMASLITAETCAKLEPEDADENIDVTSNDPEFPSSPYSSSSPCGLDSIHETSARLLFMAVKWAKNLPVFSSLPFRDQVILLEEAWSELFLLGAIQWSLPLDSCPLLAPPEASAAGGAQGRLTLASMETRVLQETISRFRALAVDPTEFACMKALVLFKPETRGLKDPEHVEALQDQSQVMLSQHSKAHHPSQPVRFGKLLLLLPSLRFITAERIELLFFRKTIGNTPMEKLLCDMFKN
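System: GST-tagged NR2E3 plus biotinylated RetCOR corepressor; Amount: 1.35 nM GST-tagged NR2E3 final; Dosing: single nominal compound dose of 4.8 µM; Schedule: 5 h incubation at 4 °C; Technique: TR-FRET with europium anti-GST and streptavidin-D2, 340 nm excitation; Controls: biotin wells as high control, 0.6% DMSO wells as low control.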
Shn3 inh set2: Schnurri-3 reporter inhibition in Clone20 osteoblasts; Clone20 osteoblast Shn3 3'UTR firefly luciferase, 24 h; inhibition, % at 12.5 µM; 0.52% of 360,000 active; AID 588674;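 active means mean inhibition of at least 75% with every replicate also reaching 75%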;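 further: 0% = median of neutral control wells and 100% = pilot-screen positive control compound; some compounds past the cut are filed as inactive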
CF NFkB inh: inhibitors of cystic fibrosis induced NF-kB | KKLEB NF-kB-GFP reporter, PAF-induced, GFP fluorescence overnight | inhibition, % at 5 µM | 0.86% of 360,000 active;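 active means at least 50% inhibition at 5 µM, scaled per plate between neutral and stimulator controls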;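 further: PAF is a Pseudomonas aeruginosa culture filtrate used as stimulus; plate controls were PAF-stimulated DMSO wells for no effect and unstimulated DMSO wells for full effect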
NR2E3 ag-2: human photoreceptor-specific nuclear receptor agonism | CHO-S Gal4-NCOR/VP16-NR2E3 two-hybrid, luciferase | 0.35% of 360,000 active | Q9Y5X4 | AID 602229 | inhibition of corepressor binding, % at 3.98 µM;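 active means inhibition above the mean of all tested compounds plus 3 SD, cut at about 70% in these data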;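 further: 0% = DMSO with NR2E3 transfected cells and 100% = cells lacking NR2E3 construct; higher means lower luciferase signal from less NR2E3 corepressor binding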
aDG glyco act: alpha-DG glycosylation activation | Pro5-aDG cells, alpha-DG glycosylation AlphaScreen (IIH6); 0% Pro5, 100% B10-LARGE cell signal | activation, % at 10 µM | 0.22% of 360,000 active | AID 624168;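 active means activation of at least 8% versus controls, or a plate z-score of at least 8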;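 further: Pro5 are CHO cells carrying HIG-tagged alpha-DG that lacks glycosylation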
An asterisk follows results filed as active; · = not tested or not shown. Compounds as they come. About 4.4% of those tested had a hit in this group.

Order of results: TRPM1 prom inh	TWEAK-Fn14 inh	HIF-2a inh	KKLEB cytotox	Peg3 prom inh	hiPSC survival	NR2E3 ag-1	Shn3 inh set2	CF NFkB inh	NR2E3 ag-2	aDG glyco act
- N#Cc1c(SCC(=O)Nc2cccc(C(F)(F)F)c2)sc2c(O)cc(=O)[nH]c12
    12	-4	1	4	2	-0.1	5	-55	22	-14	-0.1
- O=C(NCc1ccc(Cl)s1)C1CCC(=O)N(CCc2ccccn2)C1 (stereo not drawn)
    6	-1	7	-2	-2	-0.2	-3	7	19	5	-0.3
- Cc1ccc(NC(=O)C2CCN(S(=O)(=O)c3ccc(F)cc3)CC2)cc1
    -1	5	4	10	7	-4.6	1	17	-3	8	-0.1
- O=C(COC(=O)c1cc(Cl)ccc1Cl)NC1CCCC1
    -9	-5	-9	6	-6	1.2	1	-7	10	9	0.1
- Cc1ccc(NC(=O)COc2cccc(C)c2C)cc1S(=O)(=O)N1CCCCCC1
    0	21	1	-6	2	-0.4	1	28	39	12	0.2
- CCCCNC(=O)N1CCN(C/C=C/c2ccccc2)CC1
    -8	-11	22	9	3	1.8	3	16	9	20	0.2
- CC(=O)NC1=NN(C(C)=O)C(C)(CCS(=O)(=O)c2ccc(Cl)c(Cl)c2)S1 (stereo not drawn)
    3	-4	17	-1	19	2.5	6	12	19	14	0.0
- COc1ccc2c(c1)C(c1cccs1)=NNC(c1cccnc1)=N2
    1	-12	8	1	-8	0.0	0	-6	-3	0	0.0
- O=S(=O)(Nc1ncn[nH]1)c1ccc(Cl)cc1
    -10	-16	11	15	6	-0.6	-2	4	-7	-11	-0.1
- O=C(Cc1ccc(NS(=O)(=O)c2ccc(F)cc2)cc1)NCc1ccccc1
    -1	15	7	-1	13	3.6	-1	20	-11	-7	0.5
- COc1cc2c(cc1[N+](=O)[O-])n(C(C)C)c(=O)n2C(C)C
    10	-22	9	-10	2	2.5	-1	15	11	5	-0.1
- O=C(NC1=NCCS1)c1ccc(Cl)c(S(=O)(=O)N2CCCCC2)c1
    -6	-10	-14	7	0	-0.5	-1	8	14	-42	-0.1
- COc1ccccc1CNC(=O)c1cc(C2CC2)nc2c1cnn2C(C)C
    16	15	25	-5	13	-2.4	2	15	3	-4	0.1
- CN(C)C(CNC(=O)c1cc(Br)c(Br)s1)c1ccco1 (stereo not drawn)
    ·	0	-65	5	-19	-0.6	·	11	-11	1	-0.1
- Cc1cc(Cl)nc(-c2ccccc2)n1
    -1	-10	12	-7	2	-0.4	0	39	13	-18	-0.3
- C#Cc1cccc(C(=O)N2CCCC(CCC(=O)NCc3ccccc3F)C2)c1 (stereo not drawn)
    -3	-11	-20	1	-27	0.4	5	-8	3	-26	0.1
- S=c1[nH]nc(-c2ccccc2)n1/N=C/c1ccc(Cl)cc1
    1	-12	2	15	12	-0.1	·	-6	5	-6	-0.2
- CCc1cc(=O)oc2cc(C)cc(OCC(=O)N3CCC[C@@H]3C(=O)O)c12
    8	-2	11	6	3	4.6	-1	1	-2	7	-0.2
- O=C(NCC(c1cccs1)N1CCOCC1)c1ccccc1NS(=O)(=O)c1ccc(Br)cc1 (stereo not drawn)
    16	12	15	8	24	-0.6	-1	23	19	1	0.0
- Cn1nc(-c2ccccc2)c(/C=N/O)c1Cl
    7	-6	0	9	-4	0.2	-3	-1	-6	-8	-0.2

Reformatted with bars between the fields: part of the list above.
molecule | TRPM1 prom inh | TWEAK-Fn14 inh | HIF-2a inh | KKLEB cytotox | Peg3 prom inh | hiPSC survival | NR2E3 ag-1 | Shn3 inh set2 | CF NFkB inh | NR2E3 ag-2 | aDG glyco act
CCCCNC(=O)N1CCN(C/C=C/c2ccccc2)CC1 | -8 | -11 | 22 | 9 | 3 | 1.8 | 3 | 16 | 9 | 20 | 0.2
CC(=O)NC1=NN(C(C)=O)C(C)(CCS(=O)(=O)c2ccc(Cl)c(Cl)c2)S1 (stereo not drawn) | 3 | -4 | 17 | -1 | 19 | 2.5 | 6 | 12 | 19 | 14 | 0.0
COc1ccc2c(c1)C(c1cccs1)=NNC(c1cccnc1)=N2 | 1 | -12 | 8 | 1 | -8 | 0.0 | 0 | -6 | -3 | 0 | 0.0
O=S(=O)(Nc1ncn[nH]1)c1ccc(Cl)cc1 | -10 | -16 | 11 | 15 | 6 | -0.6 | -2 | 4 | -7 | -11 | -0.1
O=C(Cc1ccc(NS(=O)(=O)c2ccc(F)cc2)cc1)NCc1ccccc1 | -1 | 15 | 7 | -1 | 13 | 3.6 | -1 | 20 | -11 | -7 | 0.5
COc1cc2c(cc1[N+](=O)[O-])n(C(C)C)c(=O)n2C(C)C | 10 | -22 | 9 | -10 | 2 | 2.5 | -1 | 15 | 11 | 5 | -0.1
O=C(NC1=NCCS1)c1ccc(Cl)c(S(=O)(=O)N2CCCCC2)c1 | -6 | -10 | -14 | 7 | 0 | -0.5 | -1 | 8 | 14 | -42 | -0.1

Retrieved by compound from the entries so far (two):
Order of results: TRPM1 prom inh	TWEAK-Fn14 inh	HIF-2a inh	KKLEB cytotox	Peg3 prom inh	hiPSC survival	NR2E3 ag-1	Shn3 inh set2	CF NFkB inh	NR2E3 ag-2	aDG glyco act
- Cc1ccc(NC(=O)C2CCN(S(=O)(=O)c3ccc(F)cc3)CC2)cc1
    -1	5	4	10	7	-4.6	1	17	-3	8	-0.1
- CCc1cc(=O)oc2cc(C)cc(OCC(=O)N3CCC[C@@H]3C(=O)O)c12
    8	-2	11	6	3	4.6	-1	1	-2	7	-0.2

Next results
Order of results: TRPM1 prom inh	TWEAK-Fn14 inh	HIF-2a inh	KKLEB cytotox	Peg3 prom inh	hiPSC survival	NR2E3 ag-1	Shn3 inh set2	CF NFkB inh	NR2E3 ag-2	aDG glyco act
- O=C(Nc1ccccc1C(=O)N1CCCCC1)C1CCCCC1
    1	10	8	0	-4	4.3	0	-12	7	-10	0.6
- Cc1cccc(Cn2cnc3c(nnn3Cc3ccccc3F)c2=O)c1
    -3	-1	11	-20	24	3.6	1	14	-20	3	-0.1
- CCOC(=O)N1CCC(N2CCN(S(=O)(=O)CC)CC2)CC1
    7	-21	5	-16	1	0.6	2	7	-4	-12	-0.1
- O=C(c1ccc(Br)cc1)C1CCc2occc2C1=O (stereo not drawn)
    -3	5	-37	-6	-28	1.1	1	-21	-4	-9	0.0
- CC(=O)Nc1ccc(S(=O)(=O)NCCCCNS(=O)(=O)c2ccc(NC(C)=O)cc2)cc1
    3	1	6	5	7	-0.5	5	-19	-2	-9	-0.2
- COc1ccc(NC(=O)Nc2cccc3ccccc23)cc1OC
    -12	1	-25	10	-37	-0.2	3	4	6	-20	0.1
- COc1ccc(N(CC(=O)NCc2ccc(F)cc2)C(=O)CCC(=O)Nc2nccs2)cc1
    -4	-18	7	8	-8	0.3	2	-5	5	-10	0.1
- CCOC(=O)N/N=C/c1ccccc1OCc1ccc(Cl)cc1
    -29	4	-90	3	-134	-2.2	-3	-61	-10	-28	0.5
- O=C(CN(C(=O)CCC(=O)Nc1nccs1)c1ccc(F)cc1)NCc1ccc(F)cc1
    ·	-3	15	-2	7	-0.1	2	-1	-15	-23	0.2
- Cc1ccc(S(=O)(=O)/C=C/c2ccccc2)cc1
    -1	10	5	-6	17	2.6	0	-3	-5	-4	-0.2
- O=c1[nH]c2ccc(S(=O)(=O)N3CCCCC3)cc2o1
    13	7	7	16	12	-0.4	6	-9	8	11	-0.3
- CCn1c(SCC(=O)Nc2cc(C)on2)nnc1-c1ccc(S(=O)(=O)N2CCCC2)cc1
    -4	1	22	5	8	0.2	1	-8	-11	-13	-0.1
- CC1=C(C(=O)Nc2ccc(C)cn2)C(c2cnn(C)c2)C2=C(CCCC2=O)N1 (stereo not drawn)
    6	-9	8	-3	1	0.4	-3	1	9	-5	-0.1
- CCC(SC1=Nc2ccccc2C2=NC(CC(C)C)C(=O)N12)C(=O)Nc1ccc2c(c1)OCO2 (stereo not drawn)
    -10	-8	-35	8	-8	-1.0	-4	12	-31	-14	0.3
- CCOP(=O)(OCC)C(Nc1ccc(OC)cc1)c1ccco1 (stereo not drawn)
    15	-1	18	-10	2	-0.4	0	-2	10	-8	0.0
- CC(C)C(C)N(Cc1ccc(C(=O)O)cc1)C(=O)c1ccc2ccccc2n1 (stereo not drawn)
    -2	-4	19	0	6	-0.1	0	·	-5	7	0.0
- CCCC(=O)Nc1sc(Cc2ccccc2)c(C)c1C(N)=O
    7	17	11	-2	33	1.7	-1	8	-3	-10	0.2
- O=C(NC(=S)Nc1nc2c(s1)CCCC2)c1ccccc1
    -30	30	-222	-52*	-163	-2.3	3	-64	44	-76	0.2
- CCOC(=O)c1ccc(S(=O)(=O)N2CCN(C(=O)c3cc4ccccc4o3)CC2)cc1
    -5	4	9	9	14	-0.6	·	8	1	0	0.7
- COc1ccc(Cl)cc1NC(=O)CN(C)C(=O)CN1C(=O)NC2(CCCC2)C1=O
    4	4	2	-12	18	-0.4	2	-11	22	-11	-0.2
- CCOC(=O)[C@H]1[C@H]2COc3ccc(Br)cc3[C@H]2N2C(=O)CN(Cc3ccc(C)cc3)C(=O)[C@@]12C
    1	11	22	-9	23	-3.6	·	1	20	8	0.2
- Cc1c(C(=O)N2CCOCC2)sc(NC(=O)c2ccc3c(c2)OCO3)c1C#N
    -9	6	-8	-20	-150	3.1	1	6	2	-27	-0.1
- Cc1ccc(S(=O)(=O)Nc2c(C)cc([N+](=O)[O-])cc2C)cc1
    -7	-14	19	8	18	-1.0	·	-4	-1	26	0.1
- COCCOC(=O)C1=C(C)NC(=O)NC1c1c(OC)ncnc1OC (stereo not drawn)
    10	-4	11	15	6	-0.9	0	-11	-10	-28	-0.3
- COC(=O)c1sc(-c2ccccc2)cc1NC(=O)C1CC1
    -2	-21	-50	0	0	0.1	5	18	-14	-3	-0.2
- CC(=O)Nc1ccc(OCC(O)Cn2ccnc2C)cc1 (stereo not drawn)
    7	2	16	7	2	-0.2	-1	16	-3	18	-0.3

Screens (PubChem)
